High-throughput results deposited in PubChem BioAssay by National Center for Advancing Translational Sciences (NCATS).
HT1080 IDH1KD tx = HT-1080 IDH1 knockdown cell toxicity (counter line); hit rate 2% among 360,000; AID 686971; Potency, µM (titrated, usually from 46.1 µM), for the others: at the top dose activity, negative = toxicity, usual class: cytotoxic; HT-1080 IDH1 knockdown viability, ATP luminescence, 48 h;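 also: 0% = DMSO wells and -100% = cell-free medium wells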
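Luminescent ATP read-out (CellTiter-Glo, 10 min at room temperature) after 48 h compound exposure at 37 °C gave viability of IDH1-knockdown HT-1080 cells. Activity was normalised to DMSO and cell-free wells, then fitted as concentration-response curves.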
SW480 rereplic = DNA re-replication induction in SW480 cells. SW480 DNA re-replication, Hoechst DNA content imaging, 48 h. Potency, µM (titrated, usually from 46.1 µM), inactives show top-dose re-replication activation, most hits filed as activators. hit rate 1.8% among 340,000. AID 624297; also: % of control where 0% means no effect; nearly all actives have a fitted effect of over 55% in size
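Image-based DNA-content assay: after two days of treatment, nuclei were labelled with the DNA dye Hoechst and imaged, and hits were compounds raising the count of nuclei showing high fluorescence intensity.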
TDP43 rescue = rescues yeast growth from TDP-43 toxicity. TDP-43 expressing yeast growth rescue, BacTiter-Glo, 24 h. Potency, µM (doses to about 46.1 µM), for inactives: at the highest dose growth rescue (activation), hits mostly activators. hit rate 1.8% among 410,000. AID 652104; also: % of control where 0% means no effect; nearly all actives have a fitted effect of over 50% in size
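Galactose-induced TDP-43 yeast, OD600=0.02, compound pinned; 24 hr, 30 deg C; BacTiter-Glo luminescence for growth. Inhibitors of TDP-43 toxicity read as activators.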
KB-3-1 tox = KB-3-1 parental cell cytotoxicity; KB-3-1 viability, CellTiter-Glo ATP luminescence, 72 h; Potency, µM (doses to about 46.1 µM), inactives show at the highest dose activity change, negative = cytotoxic, most hits filed as cytotoxic; hit rate 1.4% among 400,000; also: % is scaled to controls: 0 for no effect and ±100 for the full control effect; nearly all actives have a fitted effect of over 60% in size
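Cytotoxicity in the drug-sensitive parental line KB-3-1 was scored as loss of CellTiter-Glo luminescence following 72 h incubation with compound. Values come from curve fitting of normalized concentration-response data.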
GLP-1R agonist = GLP-1 receptor (human) agonism; AID 624172; hit rate 0.007% among 380,000; Potency, µM (titrated, usually from 45.6 µM), for the others: top-dose activation, most hits filed as activators; HEK293 GLP-1R CRE-luciferase, luminescence, 4-6 h; cells express a hypersensitive GLP-1R form; also: % of control where 0% means no effect
Target sequence (P43220 whole entry, looked up): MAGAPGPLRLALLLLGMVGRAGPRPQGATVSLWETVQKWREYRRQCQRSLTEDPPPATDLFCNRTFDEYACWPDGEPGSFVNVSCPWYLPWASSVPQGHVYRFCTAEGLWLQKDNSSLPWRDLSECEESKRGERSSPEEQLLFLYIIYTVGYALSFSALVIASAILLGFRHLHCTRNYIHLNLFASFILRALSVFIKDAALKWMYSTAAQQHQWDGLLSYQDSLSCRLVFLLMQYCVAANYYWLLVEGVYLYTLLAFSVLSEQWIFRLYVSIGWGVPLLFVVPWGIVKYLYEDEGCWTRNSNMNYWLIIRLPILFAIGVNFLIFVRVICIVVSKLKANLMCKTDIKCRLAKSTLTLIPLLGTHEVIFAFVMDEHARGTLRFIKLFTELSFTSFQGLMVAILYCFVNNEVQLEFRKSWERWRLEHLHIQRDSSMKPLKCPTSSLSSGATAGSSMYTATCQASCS
KB-V1 cytotox = KB-V1 MDR subline cytotoxicity; KB-V1 MDR cells viability, CellTiter-Glo, 72 h; Potency, µM (titrated, usually from 46.1 µM), without a hit: at the highest dose activity change, negative = cytotoxicity, usual class: cytotoxic; hit rate 3.4% among 400,000; AID 1347076; also: % is scaled to controls: 0 for no effect and ±100 for the full control effect; nearly all actives have a fitted effect of over 60% in size
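Luminescent ATP read-out (CellTiter-Glo, 10 min) measures survival of drug-selected KB-V1 MDR cells after 72 h, 37 degrees C compound exposure. Medium: phenol-red-free DMEM, 10% FBS. Values from fitted concentration-response curves.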
GLP1R inv ag = GLP-1 receptor (human) inverse agonism; P43220; HEK293 GLP-1R CRE-luciferase, luminescence, 24 h; GLP-1R form is constitutively active; Potency, µM (titrated, usually from 38.3 µM), for inactives: top-dose activity change, negative = inhibition, most hits filed as inhibitors; hit rate 1.6% among 410,000; AID 624417; also: % is scaled to controls: 0 for no effect and ±100 for the full control effect; nearly all actives have a fitted effect of over 55% in size
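Constitutively active GLP-1R drives a cAMP-responsive luciferase in stably transfected HEK293 cells; test compounds are added after overnight (12 h) attachment and left 24 hr, and signal loss in luminescence marks inhibition.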
HEK293 tox = cytotoxicity counter-screen for GLP-1 receptor inverse agonists. Potency, µM (doses to about 38.3 µM), for the others: at the top dose activity change, negative = inhibition, hits mostly inhibitors. hit rate 0.13% among 410,000. AID 624418. HEK293 cAMP-luciferase reporter cells, luminescence, 24 h;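 also: loss of luciferase light is scored as toxicity; % is scaled to controls: 0 for no effect and ±100 for the full control effect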
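Luminescence readout: signal drop marks cytotoxicity. Plated cells grew 12 h at 37 °C, 5% CO2, received 23 nL compound for 24 h, then got luciferase reagent, read after 12 min at RT.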
HT1080NT lethal = kills 2HG-producing HT-1080-NT fibrosarcoma cells; hit rate 1.6% among 360,000; HT-1080-NT fibrosarcoma viability, CellTiter-Glo ATP luminescence, 48 h; Potency, µM (highest dose often 46.1 µM), without a hit: top-dose activity, negative = less viability, usual class: cytotoxic;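 also: NT is the 2HG producing partner of a matched IDH1 knockdown line; 0% = DMSO-treated cells and -100% = media-only wells without cells; nearly all actives have a fitted effect of over 55% in size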
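HT-1080-NT fibrosarcoma cells (2HG-overproducing), 750 cells/well in RPMI with 5% FBS, dosed after 2 h and incubated 48 h at 37C. CellTiter-Glo luminescence normalized to DMSO and no-cell wells; concentration-response curves fitted and classed.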
Starred values were filed as active, the others as inactive; ? = inconclusive; . = not tested or not shown; & = joins results of further samples; [ ] = another dose, or the depositor's remark. Calls follow the shape of the dose curve; as a rule, active = well fitted curve in the direction sought with a large enough effect; inconclusive = small, poorly fitted or top-dose-only effect, or another doubt; inactive = no such curve, though single readings can be large; an effect the other way counts as inactive or inconclusive. Potency is read from the fitted curve at half-maximal effect. This is a random part of the collection. Share with any hit: about 9.4%.

SMILES	HT1080 IDH1KD tx	SW480 rereplic	TDP43 rescue	KB-3-1 tox	GLP-1R agonist	KB-V1 cytotox	GLP1R inv ag	HEK293 tox	HT1080NT lethal
CCOc1ccc(CNC23CN4CN(CN(C4)C2)C3)cc1	15.0%	-1.4%	-7.8%	15.3%	-0.6%	4.2%	-9.4%	2.5%	-12.6%
O=[N+]([O-])c1cc(C(F)(F)F)ccc1-n1nnc2ccccc21	-1.9%	0.1%	?	-7.8%	10.9%	?	-17.2%	2.8%	4.5%
O=c1cc(NS(=O)(=O)c2ccccc2)nc(SCc2ccc(Cl)cc2)[nH]1	-1.9%	-3.6%	-3.7%	-0.4%	1.5%	16.4µM*	?	1.6%	3.2%
CC(=O)Nc1ccc(C2Nc3ccccc3C(=O)N2C2CCCCC2)cc1 (stereo not given)	3.4%	-6.8%	4.0%	1.1%	8.3%	-2.4%	2.4%	-8.8%	17.4%
CSc1ccc(/C=C/C(=O)N2CCCN(C)CC2)cc1	-2.7%	-64.7%[inhibitor]	0.0%	8.1%	11.1%	-16.0%	?	2.7%	0.0%
Cc1nc2ccc(Cl)cn2c1C(=O)NN	?	13.6%	-14.8%	-20.9%	14.6%	9.8%	?	-4.8%	?
COc1ccc(-c2cn3nc(SCC(=O)NC4CCCCC4)ccc3n2)cc1	-0.6%	8.2µM*	-1.6%	5.4%	15.2%	-2.7%	9.8%	0.0%	-1.4%
CC1(C(=O)NS(=O)(=O)c2cccc(F)c2)CCN1C(=O)Cc1cc(F)ccc1F (stereo not given)	3.6%	.	5.2%	0.0%	-3.1%	-1.0%	11.6%	-11.6%	27.2%
Cc1cccc(-c2nc(CSCC(=O)NCCc3ccc(Cl)cc3)c(C)o2)c1	.	.	25.1µM*	-9.2%	.	0.0%	?	-3.3%	.
CCCC(=O)N1CC(=O)Nc2ccc(Br)cc2C1c1ccc(F)cc1 (stereo not given)	-5.6%	-6.0%	-11.6%	-1.0%	11.1%	-12.0%	?	1.5%	-5.4%
Cc1nc2sccn2c(=O)c1S(=O)(=O)Nc1ccc(N2CCN(S(C)(=O)=O)CC2)cc1	-13.5%	3.2%	8.5%&8.7%	-17.5%&-10.5%	5.0%	-2.9%&21.4%	?	11.9%&-7.4%	-12.6%
CCCCNC(=O)C1(C)CCN1C(=O)c1csnn1 (stereo not given)	7.0%	.	23.0%	0.0%	-5.9%	2.7%	8.3%	-0.8%	?
COc1ccc(-c2csc(C(C)(O)c3cccc(F)c3)n2)cn1 (stereo not given)	?	.	?	-0.6%	4.9%	-8.6%	?	2.4%	-28.1%
NC(=O)C1(N2CCCCC2)CCN(C(=O)Nc2ccc(F)cc2)CC1	.	.	8.4%	1.9%	.	?	3.7%	-8.0%	.
O=C(CSc1n[nH]c(-c2ccc(Br)cc2)n1)N1CCOCC1	-10.1%	15.0%	-18.9%	-15.0%	14.2%	-15.1%	15.6%	15.7%	-0.2%

The closing 5 entries of the section above come first, to join the parts.
SMILES	HT1080 IDH1KD tx	SW480 rereplic	TDP43 rescue	KB-3-1 tox	GLP-1R agonist	KB-V1 cytotox	GLP1R inv ag	HEK293 tox	HT1080NT lethal
Cc1nc2sccn2c(=O)c1S(=O)(=O)Nc1ccc(N2CCN(S(C)(=O)=O)CC2)cc1	-13.5%	3.2%	8.5%&8.7%	-17.5%&-10.5%	5.0%	-2.9%&21.4%	?	11.9%&-7.4%	-12.6%
CCCCNC(=O)C1(C)CCN1C(=O)c1csnn1 (stereo not given)	7.0%	.	23.0%	0.0%	-5.9%	2.7%	8.3%	-0.8%	?
COc1ccc(-c2csc(C(C)(O)c3cccc(F)c3)n2)cn1 (stereo not given)	?	.	?	-0.6%	4.9%	-8.6%	?	2.4%	-28.1%
NC(=O)C1(N2CCCCC2)CCN(C(=O)Nc2ccc(F)cc2)CC1	.	.	8.4%	1.9%	.	?	3.7%	-8.0%	.
O=C(CSc1n[nH]c(-c2ccc(Br)cc2)n1)N1CCOCC1	-10.1%	15.0%	-18.9%	-15.0%	14.2%	-15.1%	15.6%	15.7%	-0.2%
Cc1ccc(C(=O)Nc2ccccc2C(=O)O)cc1S(=O)(=O)Nc1ccc(Br)cc1	-10.7%	-14.7%	-21.7%	-13.8%	-3.2%	4.7%	11.3%	-2.3%	-26.4%
NS(=O)(=O)c1ccc(N=Nc2c(O)ccc3ccccc23)cc1	0.8%	9.0%	-17.1%	4.7%	-0.3%	-0.9%	33.6%[activator][7.66 µM]	-3.7%[7.66 µM]	?
O=C(O)c1ccc(CNCc2cccc(Cl)c2Cl)cc1	1.9%	-1.1%	-29.1%	-2.4%	-7.3%	-6.2%	6.3%	-8.3%	-2.6%
O=C(CNC(=O)c1cccc(F)c1)OCCOc1cccc(Cl)c1	9.3%	-4.3%	12.6µM*	11.6%	-5.7%	3.8%	0.4%	11.6%	6.2%
CCc1ccc(N2CC(C(=O)OCC(=O)Nc3ccc([N+](=O)[O-])cc3)CC2=O)cc1 (stereo not given)	-0.9%	-1.6%	-10.8%	.	0.8%	.	9.2%	-4.5%	26.8%
Cc1cc(Cl)c(S(=O)(=O)N(C)C)cc1OCC(N)=O	12.9%	-1.0%	-8.6%	-3.4%	-7.9%	32.3%	-2.5%	-6.7%	15.3%
Cc1ccc2c(=O)cc(C(=O)Nc3c(C(=O)c4ccccc4)oc4ccccc34)oc2c1	.	.	-7.6%	-14.5%	.	21.9%	1.7%	-4.7%	.
COc1ccc(C(=O)CCc2ccccc2O)c(OC)c1	-7.3%	6.0%	?	7.3%	24.0%	-86.0%	-21.5%	0.4%	0.4%
CNC(=S)N1N=C(c2ccc(C)cc2)CC1c1ccc(N(C)C)cc1 (stereo not given)	10.0%	-5.2%	12.9%	7.0%	-17.1%	-15.6%	6.8%[0.307 µM]	-0.9%[0.307 µM]	-4.9%
O=C(c1ccco1)N(CCO)Cc1cc2cc3c(cc2[nH]c1=O)OCO3	0.0%	-3.2%	5.4%	-0.3%	2.7%	20.1%	11.6%	3.2%	2.9%
Cc1ccccc1S(=O)(=O)c1c(C)cc(C)n(C)c1=O	8.8%	?	-0.6%	-6.2%	-1.4%	2.1%	7.5%	-0.8%	17.7%
CS(=O)(=O)c1ccc(Cl)c(NC(=O)CCN2C(=O)C3CC=CCC3C2=O)c1 (stereo not given)	-0.5%	-30.1%[inhibitor]	1.4%	10.1%	-1.2%	29.4%	5.5%	-14.2%	4.4%
Cc1cc(C(=O)COC(=O)c2cccs2)c(C)n1-c1c(C)n(C)n(-c2ccccc2)c1=O	19.6%	-2.1%	2.8%	5.8%	-19.5%	-4.5%	2.5%	-16.5%	18.0%
Cc1c(/C=C/C(=O)c2ccc(C(C)C)cc2)cnn1C	-3.7%	?	14.9%	-4.4%	-1.1%	0.3%	?	-4.3%	-10.7%
CCOC(=O)CCc1c(C)c2ccc(OC3CCCCC3=O)cc2oc1=O (stereo not given)	-3.1%	0.9%	-1.3%	5.4%	11.7%	15.9%	-10.7%	20.3%	-7.4%
COc1ccc(CCNC(=O)C2CCC(=O)N2CCc2ccccc2)cc1OC (stereo not given)	-0.8%	-16.6%	-3.4%	0.0%	-5.8%	-8.2%	8.1%	1.0%	-9.1%
COc1ccc(NC(=O)CSc2nnc(N)n2CC(=O)Nc2ccc(OC)cc2)cc1	-9.1%	0.1%	15.7%	23.2%	0.6%	1.9%	0.4%	1.0%	-16.3%
CCOc1cc(/C=N/N=C(N)N)ccc1OCc1ccc(Cl)cc1	?	?	-4.7%	?	-32.2%[inhibitor]	?	11.2µM*	?	?
COc1cccc(NS(=O)(=O)c2ccc3c(c2)N(C)C(=O)CC(=O)N3C)c1	.	.	10.4%	9.4%	.	?	-7.7%	-4.7%	.
Cc1ccc(C)c(NC(=O)C2CC(O)CN2C(=O)OCc2ccccc2)c1 (stereo not given)	9.0%	-1.1%	18.5%	-3.8%	1.4%	12.4%	0.3%	-7.1%	0.7%
CCCCCCCCCCNC(=O)CCn1[nH]c(=O)c2ccccc2c1=O	0.3%	0.4%	-8.5%	-4.8%	3.3%	3.8%	-28.6%	-26.5%	-7.4%
Cc1ccsc1-c1nc(CN2CCCC2c2ccc(F)cc2)c(C)o1 (stereo not given)	2.3%	4.3%	9.6%	-7.0%	-2.3%	1.9%	19.9%	-0.4%	0.2%
O=C1NC(c2cccc3ccccc23)Nc2ccc(Cl)cc21 (stereo not given)	0.517µM*	0.731µM*	11.2µM*	0.184µM*	24.5%	0.231µM*	-67.9%	-34.5%	0.581µM*
CC1CC1C(=O)N(C)CC(=O)Nc1ccc(Cl)c(C(F)(F)F)c1 (stereo not given)	3.5%	4.1%	14.7%	11.6%	-5.5%	-5.1%	?	1.4%	8.6%
Cc1ccc2c(c1)N(CC(=O)NC1CCCc3ccccc31)C(=O)CO2 (stereo not given)	-0.4%	-7.0%	-22.0%	-1.0%	-3.9%	16.4µM*	0.0%	-4.1%	1.0%
COc1ccc2nc(Cl)c(C=O)c(N3CCOCC3)c2c1	-8.0%	.	?	17.8%	-0.5%	-18.3%	3.8%	-2.3%	-0.4%
Clc1cc(Cl)c(Cl)cc1Cl	1.8%	1.8%	18.3%	0.0%	3.6%	5.1%	4.9%	0.0%	7.6%
O=C(Nc1nccs1)c1cc(-c2ccco2)nc2ccccc12	-24.2%	-0.2%	10.8%	14.9%	-12.9%	-18.2%	-30.9%	-7.7%	-11.3%
CC(=O)c1csc(CS(=O)(=O)c2ccccn2)n1	-0.6%	-13.3%	-0.7%	3.7%	0.3%	23.2%	-4.1%	8.1%	-1.1%
